Screening data from PubChem BioAssay.
LDHA block – qHTS assay for inhibitors of human lactate dehydrogenase; purified LDHA, NADH/diaphorase-resazurin fluorescence; active compounds read low; activity change, % (values are at about 110 or 230 µM); 480,000 tested, 0.15% active; AID 1347041, 2019; in the data active means activity change below about -30%; inconclusive means mostly about -25% to -30%;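 further: plate controls were DMSO wells for no effect and wells without enzyme for full effect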
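Remaining NADH was detected by diaphorase (0.133 mg/mL) converting 37 µM resazurin to fluorescent resorufin, read at 0 and 20 minutes. The preceding 5-minute room-temperature reaction used 2 nM LDHA, 0.2 mM sodium pyruvate and 0.06 mM NADH at pH 7.4.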
IDH1 R132H inh – qHTS for Inhibitors of mutant isocitrate dehydrogenase 1 (IDH1): qHTS; Isocitrate dehydrogenase [NADP] cytoplasmic (Homo sapiens), O75874; IDH1-R132H enzyme, NADPH consumption, diaphorase/resazurin fluorescence; Potency, µM (highest dose often 76.6 µM), inactives show at the top dose activity change, negative = inhibition, usual class: inhibitors; 390,000 tested, 0.093% active; AID 602179, 2012; further: potency means the concentration at half of the fitted maximal effect; on the % scale 0 is the no-effect control and ±100 the full control effect; nearly all actives have a fitted effect of over 65% in size
Target sequence (O75874 whole entry R132H, stated change not applied): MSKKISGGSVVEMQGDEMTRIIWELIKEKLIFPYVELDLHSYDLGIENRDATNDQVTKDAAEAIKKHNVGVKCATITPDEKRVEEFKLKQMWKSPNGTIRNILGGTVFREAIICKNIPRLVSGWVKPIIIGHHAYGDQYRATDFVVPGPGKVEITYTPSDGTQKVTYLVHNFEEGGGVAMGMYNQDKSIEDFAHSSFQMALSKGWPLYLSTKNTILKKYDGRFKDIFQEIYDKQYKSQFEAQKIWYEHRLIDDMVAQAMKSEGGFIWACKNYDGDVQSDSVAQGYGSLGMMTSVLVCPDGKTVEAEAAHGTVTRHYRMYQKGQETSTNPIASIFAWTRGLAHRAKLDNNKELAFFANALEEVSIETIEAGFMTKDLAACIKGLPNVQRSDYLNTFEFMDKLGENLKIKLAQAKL
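IDH1-R132H (0.5 ug/mL dispensed) in pH 7.5 Tris buffer was preincubated 30 min with compound, then given a substrate mix of 0.016 mM NADPH and 2 mM alpha-KG for 80 min at room temperature; remaining NADPH was read by diaphorase/resazurin fluorescence.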
Vif-APOBEC3G blk – qHTS for Inhibitors of Vif-A3G Interactions: qHTS | DNA dC->dU-editing enzyme APOBEC-3G (Homo sapiens), Q9HC16 | HeLa A3G-eYFP + Vif (tagged APOBEC3G with the HIV-1 protein that degrades it), YFP fluorescence, overnight | Potency, µM (titrated, usually from 46.1 µM), without a hit: at the top dose activity, negative = active, usual class: inhibitors | 410,000 tested, 0.076% active | AID 602310, 2012;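 further: potency means the concentration at half of the fitted maximal effect; on the % scale 0 is the no-effect control and ±100 the full control effect; nearly all actives have a fitted effect of over 60% in size; hits raise eYFP signal because A3G escapes Vif-driven loss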
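HeLa cells stably expressing Vif and C-terminally eYFP-tagged A3G, seeded overnight at 37 deg C, then exposed to compound by pintool overnight at 37 deg C. Rise in yellow fluorescence (Ex 488/Em 500-530, Acumen) marks blocked Vif-driven A3G degradation.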
USP1 inh – Inhibitors of USP1/UAF1: Primary Screen. recombinant USP1/UAF1, Ub-Rhodamine cleavage fluorescence. Potency, µM (doses to about 57.1 µM), without a hit: at the highest dose activity change, negative = inhibition, most hits filed as inhibitors. AID 743255, 2014. Ubiquitin carboxyl-terminal hydrolase 1 (Homo sapiens), O94782. 390,000 tested, 0.23% active; further: potency means the concentration at half of the fitted maximal effect; on the % scale 0 is the no-effect control and ±100 the full control effect; nearly all actives have a fitted effect of over 60% in size; inactives centre near -12
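High-throughput fluorogenic screen: 1nM USP1/UAF1 complex, Ub-Rho substrate 150nM final, 50mM HEPES pH 7.8 with 0.5mM EDTA, 0.1 mg/ml BSA, 1mM TCEP and 0.01% Tween-20.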
Vif-APOBEC3F blk – qHTS for Inhibitors of Vif-A3F Interactions: qHTS. Potency, µM (series often up to 46.1 µM), for inactives: top-dose activity, negative = active. 390,000 tested, 0.2% active. HeLa A3F-eYFP + Vif (tagged APOBEC3F with the HIV-1 protein that degrades it), YFP fluorescence increase; further: potency means the concentration at half of the fitted maximal effect; % of control where 0% means no effect; nearly all actives have a fitted effect of over 65% in size
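Fluorescence increase (Ex 488/Em 500-530) after overnight compound treatment at 37 deg C flags inhibition of Vif-driven A3F-eYFP loss in stable HeLa A3F-eYFP/Vif cells seeded overnight beforehand.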
RXFP1 ag – qHTS Assay for Agonists of the Relaxin Receptor RXFP1; HEK293T-RXFP1 cAMP TR-FRET, 30 min; response scale: percent of porcine relaxin response, buffer zero; Potency, µM (titrated, usually from 57.5 µM), for inactives: at the top dose activation, actives largely listed as activators; 370,000 tested, 0.3% active; AID 2676, 2010; further: potency means the concentration at half of the fitted maximal effect; on the % scale 0 is the no-effect control and ±100 the full control effect; nearly all actives have a fitted effect of over 60% in size; many of its hits are not listed in these tables
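HEK293T cells stably expressing RXFP1 were pretreated with the PDE4 inhibitor Ro 20174, exposed to compounds for 30 min at 37C, lysed, and cAMP was read by TR-FRET. Data normalized to buffer (basal) and 29 nM porcine relaxin (100%).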
PI4K2A block – qHTS for small molecular inhibitors of PI4K2A. Phosphatidylinositol 4-kinase type 2-alpha (Homo sapiens), Q9BTU6. activity change, negative = inhibition, % at 76.9 µM. 420,000 tested, 0.13% active. purified PI4K2A, ADP-Glo luminescence, 1 h; active compounds read low; in the data active means activity change below about -50%; inconclusive means mostly about -30% to -49%;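 further: -100% = wells without enzyme as full effect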
Target sequence (Q9BTU6 whole entry, looked up): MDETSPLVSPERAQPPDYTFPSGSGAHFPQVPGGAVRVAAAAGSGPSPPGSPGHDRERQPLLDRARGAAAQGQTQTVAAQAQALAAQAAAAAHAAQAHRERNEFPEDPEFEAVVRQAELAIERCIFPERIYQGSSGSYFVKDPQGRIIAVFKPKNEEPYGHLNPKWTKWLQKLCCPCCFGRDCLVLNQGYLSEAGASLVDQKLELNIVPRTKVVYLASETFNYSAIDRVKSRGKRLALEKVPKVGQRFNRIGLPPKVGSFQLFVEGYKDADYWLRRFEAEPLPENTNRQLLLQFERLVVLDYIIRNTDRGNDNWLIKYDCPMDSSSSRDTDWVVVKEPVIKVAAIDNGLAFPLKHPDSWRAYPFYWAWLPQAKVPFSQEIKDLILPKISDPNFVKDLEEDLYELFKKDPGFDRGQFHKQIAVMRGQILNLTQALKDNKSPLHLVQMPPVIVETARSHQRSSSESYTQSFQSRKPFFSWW
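Compounds are screened against recombinant PI4K2A using PI as substrate and ATP, the latter dispensed at 300 microM. Reactions run one hour at ambient temperature before ADP-Glo detection; full inhibition defined by wells lacking enzyme.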
TrxR1 substrate – qHTS Assay for Substrates of Mammalian Selenoprotein Thioredoxin Reductase 1 (TrxR1): qHTS; Thioredoxin reductase 1, cytoplasmic (Rattus norvegicus), O89049; purified TrxR1 substrate turnover, NADPH consumption readout; Potency, µM (highest dose often 114 µM), for inactives: top-dose activity change, negative = substrate turnover; 390,000 tested, 0.01% active; AID 588456, 2011; further: potency means the concentration at half of the fitted maximal effect; on the % scale 0 is the no-effect control and ±100 the full control effect; nearly all actives have a fitted effect of over 50% in size
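Rat TrxR1, dispensed at 90 nM, was prereduced with 400 uM NADPH (final) for 5 min at ~22 deg C, then incubated with compound 15 min before 400 uM selenite. A first-read NADPH fluorescence drop versus no-compound background flagged substrates.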
Glioma ERSR ind – qHTS for Inducers of the Endoplasmic Reticulum Stress Response (ERSR) in Human Glioma: qHTS. U87-MG GRP78 promoter luciferase reporter, 16 h. Potency, µM, inactives show at the highest dose activation, usual class: activators. 420,000 tested, 0.02% active; further: potency means the concentration at half of the fitted maximal effect; series mostly up to about 76 µM; % of control where 0% means no effect; nearly all actives have a fitted effect of over 35% in size
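ERSR induction read as luciferase luminescence (Bright-Glo, 10 min at room temperature) in stably transfected human U87-MG glioma cells exposed to compounds for 16 h, using GRP78 as sensor.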
Numbers without * were called inactive; u = inconclusive; x = no result given; & = joins results of further samples; [ ] = remark or other dose. Unless noted, the call rests on the fitted dose curve; in most records, active means well fitted curve in the direction sought with a large enough effect; inconclusive means small, poorly fitted or top-dose-only effect, or another doubt; inactive means no such curve, though single readings can be large; an effect the other way counts as inactive or inconclusive. A portion of the library. The share of hits here may be higher or lower than overall.

Molecule,LDHA block,IDH1 R132H inh,Vif-APOBEC3G blk,USP1 inh,Vif-APOBEC3F blk,RXFP1 ag,PI4K2A block,TrxR1 substrate,Glioma ERSR ind
Cc1ccc(SCCNC(=S)Nc2cc(C)cc(C)c2)cc1,-2,0%,2%,-19%,-3%,1.0%,9,6%[57.1 µM],-4%
O=C(NCCc1ccc(Cl)cc1)C1CCC(CNc2c(N3CCCCC3)c(=O)c2=O)CC1 (stereo not drawn),-1,9%,-4%,-27%,0%,3.6%,1,4%,-4%
Cc1sc(NC(=O)C2=COCCO2)nc1-c1ccc(Cl)cc1,-2,9%,-5%,-21%,5%,-0.9%,1,-2%,2%
COc1cccc(NC(=O)CN(c2cccc(C(F)(F)F)c2)S(C)(=O)=O)c1,1,-4%,-4%,-26%,x,-1.2%,1,-9%,-3%
Cc1cccn2c(=O)c3cc(C(=O)NC(C)C)n(C)c3nc12,2,-3%,-10%,u,-1%,-1.5%,-6,7%[11.4 µM],1%
Cc1cc(C(=O)O)ccc1NCc1cccnc1,-4,8%,0%,-19%,-3%,-2.3%,4,-2%[57.1 µM],-5%
COc1ccc(C2=NNC(c3cccnc3)=Nc3ccccc32)cc1,-4,8%,1%,-6%,-7%,-3.1%,2,-9%[57.1 µM],2%
NS(=O)(=O)c1ccc(CCNC(=O)C(=O)NCC2OCCN2S(=O)(=O)c2cccs2)cc1 (stereo not drawn),2,-3%,4%,-18%,1%,-2.8%,-14,5%,8%
O=C(c1ccc(Cl)c([N+](=O)[O-])c1)N(Cc1ccccc1)C1CCS(=O)(=O)C1 (stereo not drawn),5,10%,1%,-12%,0%,0.1%,1,-6%,-3%
Cc1ccc(CNC(=O)C2CCN(S(=O)(=O)c3ccc4c(c3)CC(C)N4C(=O)C3CCC3)CC2)o1 (stereo not drawn),-4,-4%,-2%,-24%,-6%,0.3%,0,-2%,-4%
CC(=O)NC(c1ccccc1)c1nc(-c2cccc(C#N)c2)cs1 (stereo not drawn),-9,x,2%,x,x,x,-4,x,-2%
Cc1nc2c(C(=O)NCCC(C)C)c[nH]n2c(=O)c1Cc1ccccc1F,-1,-3%,-8%,-7%,0%,2.2%,2,15%[57.1 µM],-4%
Cc1ccc(S(=O)(=O)N(C)C)cc1NC(=O)COC(=O)CCCOc1ccccc1,-2,5%,3%,-21%,-3%,-1.3%,5,-8%,-2%
Cc1ccc(S(=O)(=O)N2CCOCC2)cc1NC(=O)C(c1ccc(Cl)cc1)C(C)C (stereo not drawn),-1,-12%,0%,-2%,6%,-1.2%,-5,-9%,-2%
O=C1C2CCCCN2C(=O)N1CCCCN1CCN(c2cccc(C(F)(F)F)c2)CC1 (stereo not drawn),-1,0%,0%,-8%,0%,x,-3,-2%,-1%
CCc1noc(C)c1C(=O)N(CC)CC(=O)NCc1ccc(F)cc1,0,-2%,1%,-15%,0%,x,-2,x,-5%
O=C(Nc1cccc(Br)c1)c1ccc(CSc2ccccc2)cc1,-2,0%,-1%,-3%,-18%,2.7%,0,0%,1%
Cc1ccnc(SC2CC(=O)N(c3ccc(C(C)C)cc3)C2=O)n1 (stereo not drawn),-4,1%,-5%,-13%,-4%,6.3%,3,-2%,-7%
Cc1ccccc1C(=O)Nc1nnc(-c2cccnc2)o1,3,-2%,0%,-12%,14%,0.7%,-1,14%[57.1 µM],-2%
Oc1ccc(N2CCN(c3ncnc4sc(-c5ccccc5)cc34)CC2)cc1,0,-5%,-1%,-15%,-7%,-1.6%,0,-2%,-4%
COc1ccc(CN2CCC(C(=O)NC(C)c3cccc4ccccc34)CC2)cc1 (stereo not drawn),-11,x,2%,x,x,x,-9,x,0%
Cc1c(Cl)cccc1NC(=O)CN1C(=O)COc2ccc(S(=O)(=O)N3CCCCCC3)cc21,3,8%,-7%,-8%,1%,1.4%,-4,4%,3%
CCOC(=O)c1c(C)[nH]c(C(=O)Cn2nnc(-c3ccccc3Cl)n2)c1C,-6,-2%,-20%,-15%,-11%,-0.9%,0,-3%,-4%
Cc1cc(Br)c2c(c1)=C(c1sc(N3CCCCCC3)nc1O)C(=O)N=2,2,4%,1%,-18%,-18%,0.9%,0,2%,3%
C/C(=N\NC(N)=O)c1ccc(Cl)cc1,-3,5%,-9%,-16%,2%,1.0%,7,2%,-1%
CCCCn1c(N)c(N(CC(C)C)C(=O)CSc2nnc(-c3ccc(Cl)cc3)o2)c(=O)[nH]c1=O,-3,-9%,2%,-22%,-1%,1.6%,0,-1%[57.1 µM],-2%
O=C(O)CNC(=S)NCc1ccccc1,-5,6%,-3%,-13%,-37%,2.3%,1,5%[57.1 µM],1%
Cn1cc(Cl)c(C(=O)NC2CCCCCC2)n1,-4,2%,0%,7%,-19%,0.1%,-4,8%,4%
CCOC(=O)C1[C@H]2C(=O)N(C(C)c3ccc(OC)cc3)C[C@]23C=C[C@H]1O3 (stereo partly drawn),1,5%,3%,-7%,4%,0.8%,1,4%,-5%
O=C(COC(=O)CCc1c[nH]c(=O)[nH]1)Nc1ccccc1,0,-1%,-1%,-8%,-9%,0.8%,-2,-9%,-1%
CCn1c2ccccc2c2cc(NC(C)=O)ccc21,-5,2%,1%,-10%,-3%,1.2%,-4,7%[57.1 µM],-2%
O=S(=O)(Nc1ccc(Oc2ncccn2)c(Cl)c1)c1ccc(F)cc1,-1,3%,-3%,-20%,11%,-1.2%,2,-1%,-8%
O=C(N/N=C\C=C\c1ccc2c(c1)OCO2)C1COc2ccccc2O1 (stereo not drawn),0,-3%,-17%,-10%,-4%,2.1%,-5,-5%,-4%
CCOc1ccc(CN2CCN(S(=O)(=O)c3ccc(Cl)cc3)CC2)cc1,-12,12%,0%,5%,2%,-2.4%,-1,-2%,-2%
C=CCn1c2ccccc2c(=O)c2cc(C#CC3(O)CCCCC3)ccc21,0,43%[activator],-1%,-35%,7%,5.0%,-3,108%[activator],-2%
O=C(CSc1nccn(-c2ccc(Br)cc2)c1=O)NCc1ccccc1,-4,-3%,-8%,-23%,0%,1.6%,-2,13%,-1%
C=CC[C@@H](CC(=O)OC(C)(C)C)C(=O)OC[C@H]1CCCN1C(=O)[C@@H](CC=C)CC(=O)N[C@H](CO)Cc1ccccc1,-1,4%,-1%,-16%,1%,x,3,11%[57.1 µM],-3%
CC1CN(C(=O)c2cc3c(=O)n4ccccc4nc3n2C)CC(C)O1 (stereo not drawn),-2,-17%,-1%,-9%,12%,u,6,875%[activator],-3%
CCC1=C(OC(=O)N(CC)CC)N2C(=O)OC(=NCCc3c[nH]c4ccccc34)[C@]2(C)[C@H]2C1=CC[C@H]1C(=O)N(CC(=O)OC)C(=O)[C@H]12,-2,-7%,-1%,-30%,2%,-2.0%,-4,8%[57.1 µM],-4%
CCOc1ccc(CNC(=O)CCn2nc(C)c3c(C)n(-c4ccccc4)nc3c2=O)cc1,4,11%,-3%,-17%,-3%,2.3%,2,13%,-2%
O=C(NCc1ccccc1)c1ccc(OCC2CCCO2)cc1 (stereo not drawn),3,6%,0%,-7%,12%,2.2%,-10,-5%,0%
CC(=O)c1ccc(NC(=O)c2c(C)nn(-c3ccccc3)c2Cl)cc1,-7,2%,4%,u,2%,1.4%,-3,-24%[57.1 µM],9%
COc1ccc(OC)c(-c2cc(C3CCN(C(=O)OC(C)(C)C)CC3)[nH]n2)c1,-7,-14%,0%,-16%,7%,-2.6%,3,-10%,2%
O=C(c1cc2c(s1)-c1ccccc1OC2)N1CCN(c2ccccc2)CC1,-4&-8,-1%&-1%,1%&3%,-21%&-14%,-9%&-1%,u,2&-5,-6%&2%,0%&2%
CN(C)CCCNC(=O)c1cc(Br)ccc1O,6,14%,0%,1%,8%,1.3%,-2,22%[57.1 µM],-2%
COCCCNc1ccn2nc(-c3cccc(Cl)c3)cc2n1,-2,x,-13%,x,x,x,-2,x,-5%
CCCNC(=O)c1ccccc1NC(=O)C1COc2ccccc2O1 (stereo not drawn),-6,4%,0%,-5%,-12%,-3.6%,9,2%,-2%
CCN(CC(=O)Nc1ccc(OC(F)F)cc1)C1CCCCC1,2,12%,0%,-8%,13%,2.0%,0,4%,0%
CC(C)n1c(SCC(=O)Nc2ccccc2)nc2c1c(=O)[nH]c(=O)n2C,-2,1%,-1%,-24%,-2%,-2.0%,2,11%[57.1 µM],-2%
